EPAC2 antag: blocks human EPAC2 exchange factor | 360,000 tested, 0.18% active | Q8WZA2 | EPAC2 GEF exchange of Rap1B-BODIPY-GDP, fluorescence | Potency, µM (titrated, usually from 114 µM), without a hit: at the top dose activity, negative = inhibition, hits mostly inhibitors; also: % is scaled to controls: 0 for no effect and ±100 for the full control effect; nearly all actives have a fitted effect of over 45% in size; many of its hits are not listed in these tables
Target sequence (Q8WZA2 whole entry, looked up): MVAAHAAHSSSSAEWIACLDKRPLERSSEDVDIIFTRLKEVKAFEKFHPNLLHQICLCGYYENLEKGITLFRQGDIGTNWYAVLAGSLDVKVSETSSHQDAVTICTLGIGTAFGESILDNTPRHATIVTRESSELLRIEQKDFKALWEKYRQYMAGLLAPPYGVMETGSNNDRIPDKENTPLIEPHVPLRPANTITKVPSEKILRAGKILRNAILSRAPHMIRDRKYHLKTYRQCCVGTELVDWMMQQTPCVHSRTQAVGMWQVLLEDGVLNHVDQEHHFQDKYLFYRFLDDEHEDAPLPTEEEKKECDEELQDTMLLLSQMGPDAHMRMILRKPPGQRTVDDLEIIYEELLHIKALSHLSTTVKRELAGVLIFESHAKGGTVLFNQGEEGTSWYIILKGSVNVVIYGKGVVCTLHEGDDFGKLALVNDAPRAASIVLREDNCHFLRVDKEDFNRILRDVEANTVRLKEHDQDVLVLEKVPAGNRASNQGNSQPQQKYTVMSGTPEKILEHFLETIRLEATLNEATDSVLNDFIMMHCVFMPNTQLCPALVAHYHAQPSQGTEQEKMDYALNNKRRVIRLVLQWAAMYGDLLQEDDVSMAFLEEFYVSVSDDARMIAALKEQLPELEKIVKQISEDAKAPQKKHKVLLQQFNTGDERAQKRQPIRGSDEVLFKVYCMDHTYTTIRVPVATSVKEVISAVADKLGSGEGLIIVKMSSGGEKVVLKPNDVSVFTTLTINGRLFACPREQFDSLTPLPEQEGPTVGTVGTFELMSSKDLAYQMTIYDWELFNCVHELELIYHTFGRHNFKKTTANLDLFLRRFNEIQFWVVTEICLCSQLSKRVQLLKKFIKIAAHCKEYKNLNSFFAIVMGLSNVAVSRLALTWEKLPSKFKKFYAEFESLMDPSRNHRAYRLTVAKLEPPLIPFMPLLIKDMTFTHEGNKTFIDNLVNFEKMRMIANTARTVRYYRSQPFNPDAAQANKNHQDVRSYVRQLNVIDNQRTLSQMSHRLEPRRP
Nrf2 ARE act: Nrf2 pathway activation | AREc32 ARE-luciferase reporter (MCF7-derived line), luminescence, 24 h | Potency, µM (doses to about 46.1 µM), without a hit: top-dose activation, most hits filed as activators | 410,000 tested, 0.31% active; also: % of control where 0% means no effect; nearly all actives have a fitted effect of over 65% in size
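Reporter line AREc32 (ARE-Fluc), seeded overnight in OPTI-MEM with 5% FBS; compound pin-transferred, 24 hr at 37 deg C, 5% CO2; luminescent read-out.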
ATXN viability: cell viability loss in ATXN counter-screen. 400,000 tested, 0.49% active. S2 cells (HEK-293 line with an ATXN2-luciferase reporter) viability, CellTiter-Fluor protease fluorescence, 24 h. Potency, µM (top dose mostly 56.7 µM), hits mostly cytotoxic; also: nearly all actives have a fitted effect of over 40% in size
A549 tox: A549 cytotoxicity, counter-screen for Nrf2 inhibitors; A549 ARE-Fluc cells, CellTiter-Fluor viability, 18-24 h; Potency, µM (highest dose often 46 µM), for inactives: at the top dose activity change, negative = cytotoxicity, most hits filed as inhibitors; 390,000 tested, 0.16% active; AID 504648; also: % is scaled to controls: 0 for no effect and ±100 for the full control effect
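A549 ARE-Fluc cells in 5% FBS OPTI-MEM, 5000 cells/well, rested 2 h then exposed to compounds in concentration-response for 18-24 h at 37 °C. Viability by CellTiter-Fluor fluorescence (Ex 405/Em 525) after 30 min; luciferase luminescence (BugLite, 15 min, RT) read afterwards.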
HepG2 tox: HepG2 cytotoxicity, counter-screen for TGF-b inhibitors; HepG2 CAGA-GFP viability, ATP luminescence, 18 h; Potency, µM (highest dose often 46.1 µM), for the others: top-dose activity change, negative = cytotoxicity, most hits filed as cytotoxic; 410,000 tested, 0.76% active; AID 588856; also: some results filed as inactive show a strong effect at the top dose
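HepG2 CAGA-GFP cells (1000/well, DMEM with 1% FBS) received compound, then TGF-beta at 500 pg/mL final, and were incubated 18 hours at 37 degrees C. Viability was read by CellTiter-Glo luminescence. Media-only wells were set as complete cell-killing and DMSO as no toxicity.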
ATXN2 expr inh: inhibitors of ATXN2 expression; HEK-293 ATXN2-luciferase reporter, luminescence, 24 h; Potency, µM (highest dose often 57 µM), inactives show at the top dose activity change, negative = inhibition, hits mostly inhibitors; 360,000 tested, 0.72% active; also: % is scaled to controls: 0 for no effect and ±100 for the full control effect; nearly all actives have a fitted effect of over 55% in size
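ATXN2-luciferase reporter cells (luciferase flanked by upstream and downstream ATXN2 gene portions) were treated 24 h at 37 °C with compounds at up to 57 uM. SteadyGlo luminescence gave expression; GF-AFC fluorescence gave viability.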
TGFb SMAD3 inh: TGF-b pathway inhibition; HepG2 CAGA-GFP TGF-b/SMAD3 reporter, GFP fluorescence, 18 h; TGF-beta stimulated, 500 pg/mL final; 410,000 tested, 1.2% active; Potency, µM (series often up to 46.1 µM), inactives show at the top dose activity, negative = inhibition, hits mostly inhibitors; also: % is scaled to controls: 0 for no effect and ±100 for the full control effect; nearly all actives have a fitted effect of over 65% in size
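TGF-beta reporter screen: HEPG2 CAGA-GFP, 1% FBS, 500 pg/mL TGF-beta final, 18 h; per-cell GFP summed per well; curves fitted and categorized by class.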
MCF10A rerep: DNA re-replication induction in MCF 10a cells | MCF 10A DNA re-replication, Hoechst nuclear intensity, 48 h | Potency, µM (titrated, usually from 46.1 µM), for the others: at the highest dose activity, positive = re-replication, hits mostly activators | 350,000 tested, 2.9% active; also: % of control where 0% means no effect; nearly all actives have a fitted effect of over 50% in size
Nrf2 block: blocks Nrf2 signaling. A549 ARE-Fluc reporter, luciferase luminescence, 18-24 h. Potency, µM (top dose mostly 46 µM), without a hit: top-dose activity change, negative = inhibition, most hits filed as inhibitors. 360,000 tested, 2.1% active. AID 504444; also: % is scaled to controls: 0 for no effect and ±100 for the full control effect; nearly all actives have a fitted effect of over 60% in size
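A549 ARE_Fluc cells, 5000/well, 5% FBS OPTI-MEM; compounds in dose-response, 18-24 h at 37 °C/5% CO2; CellTiter-Fluor viability read (Ex 405/Em 525), then BugLite luciferase luminescence = Nrf2 activity.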
An asterisk follows results filed as active; i = inactive; u = inconclusive; x = not tested or not shown; & = joins results of further samples; ! = not active in a repeat; [ ] = another dose, or the depositor's remark. Calls follow the shape of the dose curve; as a rule, active = well fitted curve in the direction sought with a large enough effect; inconclusive = small, poorly fitted or top-dose-only effect, or another doubt; inactive = no such curve, though single readings can be large; an effect the other way counts as inactive or inconclusive. Potency is read from the fitted curve at half-maximal effect.

Value order: EPAC2 antag, A549 tox, ATXN2 expr inh, Nrf2 block, ATXN viability, HepG2 tox, MCF10A rerep, TGFb SMAD3 inh, Nrf2 ARE act
CC1CCN(S(=O)(=O)c2cccc(C(=O)N(C)C3(C)CCS(=O)(=O)C3)c2)CC1 (centres undefined)
→ 2.2%, -3.4%&3.8%, x, 0.2%, i, 0.9%&-0.2%, 7.2%, u, -0.6%&-0.4%
CNC(=O)c1cc2c(s1)-c1ccccc1CC2
→ -16.2%, 0.5%, x, u, i, -13.0%, -2.1%, -3.4%, 19.6%
CCOC(=O)c1[nH]c2ccc(OCC)cc2c1NC(=O)CN1CCN(c2ccccn2)CC1
→ -13.5%, -17.3%, -8.4%, u, i, -3.0%, u, 10.9%, 1.6%
Cc1noc(C)c1S(=O)(=O)N1CCN(c2ccccc2)CC1
→ 8.6%, 4.9%, 2.7%, -16.2%, i, -11.6%, -2.7%, -0.4%, 0.3%
O=C(Cn1cnc2ccccc2c1=O)Nc1cccc(S(=O)(=O)N2CCCCC2)c1
→ -4.7%, -6.4%, -17.1%, u, i, -13.4%, 1.6%, -13.3%, -0.4%
Cc1cccc(C)c1Nc1c(-c2ccccc2O)nc2ncccn12
→ -13.6%, -3.4%&-17.0%, 0.0%, u, i, 19.5%&-0.7%, -3.0%, -27.4%&-6.8%, -0.7%&1.4%
CCCCCCn1nc(C(=O)OCC(=O)NC2CCS(=O)(=O)C2)c2ccccc2c1=O (centres undefined)
→ -7.0%, -1.0%, -23.5%, -15.7%, i, 17.2%, 1.1%, -1.2%, 0.0%
O=S(=O)(c1ccccc1)N1N=C(c2ccc(Cl)cc2)CC1c1ccco1 (centres undefined)
→ 0.2%, -3.9%, -17.6%, u, i, -2.5%, 13.5%, -24.2%, 4.3%
COc1ccc(-c2cc(C(F)(F)F)n3ncc(C(=O)O)c3n2)cc1OC
→ -2.0%, -5.0%, 1.4%, 14.4%, i, 3.7%, 13.5%, -0.5%, 0.0%
CC(=O)Nc1ccc(S(=O)(=O)Nc2cccc(-c3ccc(N4CCC(C)CC4)nn3)c2)cc1
→ x, u, 0.0%, x, u, -36.4%, x, u, -0.9%
COc1ccc(OCCC(=O)N2CCCCC2)cc1
→ -2.8%, -1.6%, 32.4%, u, i, 1.9%, 8.6%, 15.2%, 3.0%
Cc1cc(-n2nc(C)cc2C)n2nc(C)c(-c3ccc(Cl)cc3)c2n1
→ 6.6%, -15.3%, -15.7%, 9.2%, i, 0.9%, 3.2%, 4.4%, -0.5%
CCOc1ccc(CNC(=O)c2ccc(Sc3ccc(Cl)cc3)c(NC(C)=O)c2)cc1OC
→ -8.2%, 3.1%&-4.8%, -14.0%, u, u, -33.0%&11.5%, 19.2%, 11.2µM*!, -0.1%&0.7%
COc1ccccc1OCCNC(=O)C1CC(=O)N(c2ccc3c(c2)OCCO3)C1 (centres undefined)
→ 7.5%, -5.6%, 5.9%, -5.5%, i, -18.3%, 0.0%, -5.9%, 0.2%
O=C(COC(=O)C1COc2ccccc2O1)c1ccccc1 (centres undefined)
→ -6.3%, x, x, x, i, 4.0%, x, -2.6%, -0.6%
COC(=O)c1cc(NC(=O)c2nn(C)c(=O)c3ccccc23)cc(C(=O)OC)c1
→ 4.0%, 2.4%, x, 21.1%, i, 11.8%, -1.8%, 4.9%, -0.7%
O=C(Nc1ccc(SC(F)F)cc1)c1cc(-c2cccs2)on1
→ x, 3.3%, 1.3%, 17.8%, i, 4.0%, x, -0.4%, 1.3%
OCCNc1nc(-c2ccccc2)c2cc(Cl)ccc2n1
→ -24.3%, 0.2%, 4.5%, -28.9%, x, -27.7%, 20.6µM*, 0.2%, 2.5%
Cc1ccc(-n2c(=O)c3c(cnn3C)n(Cc3ccccc3F)c2=O)cc1
→ x, -18.8%, 4.6%, -7.3%[9.27 µM], i, 3.7%, x, 2.9%, 0.1%
Cc1ccc2c(c1)CN1CN2Cc2cc(C)ccc21
→ 5.7%, -5.7%, -25.3%, 8.2%, i, -11.9%, -0.6%, -3.4%, -0.2%
O=C(NC1CCN(Cc2ccccc2)CC1)c1c(Cl)cccc1Cl
→ -2.1%, 3.5%, -12.6%, -12.1%, i, -14.1%, -1.5%, 0.0%, -0.1%
CC(=O)Nc1ccc(S(=O)(=O)N(CC(=O)NCC2CCCO2)Cc2ccccc2Cl)cc1 (centres undefined)
→ 4.1%, x, x, x, i, 5.7%, x, 5.3%, -3.3%
CCOc1ccc(C2=CSC3=NCCN23)cc1Cl
→ 1.7%, 8.6%, 2.2%, 1.1%, i, 20.9%, 0.9%, -5.9%, 0.6%
C[C@H](CO)N1C[C@H](C)[C@@H](CN(C)S(=O)(=O)c2cccs2)Oc2ccc(NC(=O)Nc3ccc4c(c3)OCO4)cc2C1=O
→ -13.2%, 2.6%, -6.9%, -27.3%, i, -1.7%, -2.9%, -45.4%, 0.1%
C/C(=C/C(=O)Nc1cccc(F)c1)N1CCCC1
→ -1.4%, 8.9%, -7.4%, 14.4%, i, 0.1%, -4.4%, -12.5%, 4.1%
COc1ccccc1N1CCN(S(=O)(=O)c2cnc[nH]2)CC1
→ 6.2%, 0.3%, -20.8%, 7.0%, i, -4.5%, -1.5%, -2.7%, 0.6%
O=[N+]([O-])c1ccc(S(=O)(=O)CC(CN2CCOCC2)N2CCOCC2)cc1 (centres undefined)
→ -7.2%, -4.8%, 18.4%, u, u, -13.9%, u, -4.2%, u
CCc1noc(C)c1C(=O)Nc1ncc(C)s1
→ 5.8%, 2.4%[1.84 µM], 29.0%, 2.3%, i, -1.5%, 2.9%, -1.0%, 3.6%
CCOC(=O)c1cccc(NC(=O)c2cc3c(=O)n(Cc4ccccc4)ccc3nc2C)c1
→ x, -1.3%, -23.9%, -1.2%, i, -22.7%, x, u, 2.4%
COc1ccc(CNC(=O)CCc2c(C)nc3ncnn3c2C)cc1
→ 6.9%, -3.4%, 4.4%, 1.9%, i, 0.7%, -5.3%, 1.0%, -1.0%
CN1CCN(C(=O)c2cnn(-c3ccccc3)c2NC(=O)c2ccccc2F)CC1
→ 5.1%, -6.7%, 0.4%, 15.2%, u, -1.9%, -9.7%, 0.0%, 0.4%
COc1ccc(-c2[nH]c(-c3ccc(SC)cc3)nc2SCC(=O)Nc2nccs2)cc1
→ 0.0%, -2.7%, 5.9%, -12.9%, i, -11.1%, 4.2%, -16.8%, 0.5%
CCCCn1cc(S(=O)(=O)c2ccc(Cl)cc2)c(=O)c2cc(F)c(N3CCCC(C)C3)cc21 (centres undefined)
→ x, -3.9%, x, 18.0%, x, -1.4%, x, -27.1%, 0.1%
Nc1nnc(SCC(=O)c2ccco2)s1
→ 8.2%, x, -3.3%, 15.2%, i, -9.4%, -0.8%, -13.8%, -0.9%
Cc1cc(NC(=O)C(C)SCC(=O)Nc2nnc(CC(C)C)s2)no1 (centres undefined)
→ 22.4%, 1.9%, -0.7%, 0.1%, i, -7.2%, -2.7%, -25.9%, 0.4%
O=C(NCc1ccccc1Cl)C(=O)NCC(c1cccs1)S(=O)(=O)c1ccccc1 (centres undefined)
→ x, 0.9%, -12.7%, x, i, -10.5%, x, u, 5.7%
O=C(/C=C/c1ccccc1)Nc1cccnc1Oc1ccccc1F
→ -4.6%, 1.9%, 48.3%[activator], u, i, -12.0%, 4.7%, 0.3%, 2.6%
Cc1cccc(C)c1NC(=S)NNc1ncc(C(F)(F)F)cc1Cl
→ -10.0%, 11.7%, -0.4%, -3.1%, i, -8.8%, 11.4%, -15.9%, 0.2%
Cc1cc(C)c(S(=O)(=O)N2CCCCCC2)cc1Br
→ -25.6%, 0.3%, -9.5%, 3.1%, i, -1.4%, 3.1%, 1.8%, 0.0%
CCCc1cc(=O)[nH]c(/N=C(\N)Nc2ccccc2)n1
→ -8.3%, -2.8%, 4.9%, 1.3%, i, 4.4%, 2.4%, 25.0%, 0.2%
Cc1ccc(CN2CCSc3ccc(C(=O)N4CCOCC4)cc32)cc1
→ -13.3%, -6.7%, -15.4%, 2.1%, u, 3.0%, -0.4%, -0.2%, -0.2%
Cc1ccc(SCC(=O)NCc2ccccc2C)cc1
→ -4.7%, 17.3%, x, 19.9%, u, -79.6%, 0.0%, -6.7%, -0.6%
COc1ccc(C2(c3ccc(OC)cc3)NC(=O)N(CC(=O)N(C)C3CCC(C)CC3)C2=O)cc1 (centres undefined)
→ -17.5%, -2.9%, 2.1%, -7.7%, u, 11.5%, 13.1%, u, 0.3%
COC(=O)c1cccc(NC(=O)c2ccc3c(c2)C(=O)N(Cc2cccnc2)C3=O)c1
→ -5.5%, -7.5%, 1.3%, 4.0%, i, -3.7%, 1.1%, 0.1%, 0.0%
Cn1c(SCC(=O)Nc2ccccc2)nc2c([nH]c3ccccc32)c1=O
→ 0.3%, -16.3%, u, u, u, -5.6%, 18.4µM*, 0.1%, 0.4%
O=C(CN1C(=O)c2ccccc2C1=O)Nc1sc2c(c1C(=O)NCc1ccco1)CCCC2
→ -7.9%, -22.4%, -18.2%, -31.8%, i, -3.3%, 2.2%, -6.0%, 4.5%
Cc1ccc(C(=O)OCC(=O)Nc2cccc(S(=O)(=O)NC3=NCCCCC3)c2)c(C)c1
→ 5.2%, 2.5%, -11.1%, u, i, -4.4%, 2.6%, u, 1.0%
COCCNC(=O)c1ccc2c(=O)n(CCc3ccccc3)c(SCC(=O)CC(=O)OC)nc2c1
→ x, 12.9%, -17.2%, 17.2%, i, -26.9%, x, u, 3.6%
COc1ccccc1CNS(=O)(=O)c1cc(C(=O)NCc2ccccn2)c(Cl)cc1Cl
→ -7.5%, -1.8%, 3.2%, 8.2%, i, -16.8%, u, -6.9%, -0.5%
O=C(CSc1nnc(CNC(=O)c2ccco2)o1)c1ccc(Cl)cc1
→ 4.4%, -6.5%, -5.1%, -23.2%, i, -9.2%, -34.4%[inhibitor], 0.0%, 0.4%

3 compounds from above, arranged by the value under TGFb SMAD3 inh, ascending.
compound | EPAC2 antag | TGFb SMAD3 inh
COc1ccccc1CNS(=O)(=O)c1cc(C(=O)NCc2ccccn2)c(Cl)cc1Cl | -7.5% | -6.9%
Cc1ccc(CN2CCSc3ccc(C(=O)N4CCOCC4)cc32)cc1 | -13.3% | -0.2%
Cn1c(SCC(=O)Nc2ccccc2)nc2c([nH]c3ccccc32)c1=O | 0.3% | 0.1%

Screens: PubChem, National Center for Advancing Translational Sciences (NCATS)

This is a subset. The share of hits here may be higher or lower than overall.
